# Screening results (PubChem)
# H9c2 TAG inh – triacylglycerol accumulation inhibition; AID 651582; 230,000 tested, 0.66% active; H9c2 cells, Nile Red lipid (TAG) fluorescence; cells loaded with 200 µM oleic acid; inhibition, % at 12.5 µM;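 active = pattern-corrected inhibition of lipid staining of at least 50% with the nuclear-stain viability signal not falling by more than 50%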;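 also: 0% = DMSO wells and 100% = triacsin C control wells; some results filed as inactive read as strong as hits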
# H9c2 TAG inh DAPI viability – further read-out of H9c2 TAG inh, marked with its call; DAPI nuclei signal change (viability), lower = more cytotoxic, %;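 whole-well DAPI fluorescence read on a plate reader as a viability signal; minus 50 percent equals half of cells still viable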
# Active calls of the source: *; & = joins results of further samples. Not all compounds are listed, so the mix of outcomes need not match the whole.
SMILES,H9c2 TAG inh,H9c2 TAG inh DAPI viability
CCC1(c2ccc(F)cc2)NC(=O)N(CC(=O)N2c3ccccc3NC(=O)C2(C)C)C1=O (stereo unspecified),-1,6
C=CCN1C(=O)/C(=C2/Sc3ccc(OC)cc3N2C)SC1=NCc1ccccc1,-5,90
O=C(NNC(=O)c1ccccc1-n1cccc1)c1cncc(Br)c1,8,3
Cc1ccc2c(c1)c(C)c(C)n2CC(O)CN1CCOCC1 (stereo unspecified),11,-7
CN(C)CCN(C(=O)CCS(=O)(=O)c1ccccc1)c1nc2cc3c(cc2s1)OCO3,20,3
CN1CC(=O)N(CC(=O)NC2CCCCC2)C1=O,0,-9
Cc1ccc(N2C(=O)CC(Sc3ncn[nH]3)C2=O)cc1 (stereo unspecified),-7,2
Cc1cc(SCC(=O)O)nc2ccccc12,10&7,0&-13
Cc1cc(OC(C)C(=O)N(Cc2cccs2)C2CCS(=O)(=O)C2)ccc1Cl (stereo unspecified),1,-4
Cc1nn(CCCC(=O)NCc2ccc(F)cc2)c(=O)c2nccn12,0,-5
CC(=O)c1csc(CS(=O)(=O)c2ccccn2)n1,10,0
O=c1cc(Cc2ccc([N+](=O)[O-])cc2)[nH]c(=O)[nH]1,-20,1

# A stretch from further up, as a working copy:
SMILES,H9c2 TAG inh,H9c2 TAG inh DAPI viability
CCC1(c2ccc(F)cc2)NC(=O)N(CC(=O)N2c3ccccc3NC(=O)C2(C)C)C1=O (stereo unspecified),-1,6
C=CCN1C(=O)/C(=C2/Sc3ccc(OC)cc3N2C)SC1=NCc1ccccc1,-5,90

# The list goes on:
SMILES,H9c2 TAG inh,H9c2 TAG inh DAPI viability
C=CCn1c(CNC(=O)c2ccccc2C)nnc1SCC(=O)NC1CCCC1,-6,1
Cc1c(O)c2ccccc2n(-c2ccccc2)c1=O,2,3
O=C(CCc1ccccc1)N[C@@H]1c2ccccc2CC[C@H]1OCc1ccccc1,0,-8
COc1ccc(OC)c(-c2cc(C(=O)NCc3ccc(Cl)cc3)no2)c1,-10,11
N#C/C(=C\c1ccccc1[N+](=O)[O-])C(=O)NCc1ccccc1,11,-6
Brc1ccc(-c2nc3c4ccccc4ccn3c2Cc2ccccc2)cc1,-3,14
COc1ccc(S(=O)(=O)N2CCOC23CCN(S(=O)(=O)c2ccc(F)cc2)CC3)cc1,-13,8
COc1ccccc1Nc1nc(C)cc(C)c1C(N)=O,1,6
O=C(Cn1ccsc1=NC(=O)c1ccco1)c1ccccc1,0,3
O=C(CC(Nc1ccccc1Cl)C(=O)O)c1ccccc1 (stereo unspecified),5,-2
CN(CC(O)COc1ccc(S(=O)(=O)N2CCOCC2)cc1)C1CCCCC1 (stereo unspecified),7,-2
COc1ccccc1CC(=O)N1CCN(c2ccc([N+](=O)[O-])cc2)CC1,-4,0
CN(n1cnc2ccccc2c1=O)S(C)(=O)=O,9,-3
Cc1ccc(OCCOCCOc2ccc(Br)cc2/C=N\NC(=O)c2ccncc2)cc1,2,-9
CC(=O)Nc1ccc(N(C(=O)CNC(=O)c2ccco2)C(C(=O)NCC2CCCO2)c2ccccc2)cc1 (stereo unspecified),-2,2
Cc1csc(NC(=O)CSc2nnc(NC(=O)NC(C)(C)C)s2)n1,-4,2
COc1cccc(-c2nc(CS(=O)(=O)CC(=O)N3CCN(C)CC3)c(C)o2)c1,0,-4
CC(C)C(=O)c1c(C(C)C)nn2ccccc12,-7,-5
C/C(=C\[C@@H](NP(=O)(c1ccccc1)c1ccccc1)c1ccccc1)CO[Si](c1ccccc1)(c1ccccc1)C(C)(C)C,124,-55
Cc1ccc(CNC(C)(C)CO)cc1,-3,10
Cc1ccc(NC(=O)CCCc2nc3ccccc3s2)c(O)c1,-9,-4
COC(C/C=C\[C@H](O)[C@@H](C)OCc1ccccc1)OC,-1,8
CCOC(=O)C(C)Oc1c(C(=O)OC)sc2ncccc12 (stereo unspecified),1,3
COc1ccc(OC)c(NC(=O)C2CC(=O)N(CCc3ccccc3)C2)c1 (stereo unspecified),10,1
C#CCN1C=CC(=O)[C@@H](OC(=O)Nc2ccc(C)cc2)[C@H]1c1ccccc1Br,2,6
CCN(CC)CCn1c2c(c(SCC(=O)Nc3ccc(C(C)C)cc3)nc1=O)CCCC2,8,9
COC(=O)c1ccccc1NC(=O)C1=CC(c2cccs2)=NS(=O)(=O)N1C,-12,-3
C=Cc1ccc(Cn2c(C)c(C(=O)NCc3ccc(C#N)cc3)sc2=O)cc1,-25,7
CC(=O)c1cc(C(C)=O)c(C)nc1C,-19,1
CCN(CC)C(=O)Oc1ccc(NC(C)=O)cc1,10,1
O=C(O)CC1S/C(=N/N=C/c2ccc(-c3ccc(Cl)c([N+](=O)[O-])c3)o2)NC1=O (stereo unspecified),5,-5
O=C(OCc1ccccc1)N1CCC2CC1c1ccc(N3CCNCC3)cc12 (stereo unspecified),14,-5
CC(=O)c1ccc(S(=O)(=O)NCCC(=O)N2CCN(c3ccccn3)CC2)cc1,-14,2
O=C(COc1ccc(Cl)cc1Cl)NCC1(N2CCOCC2)CCCCC1,5,1
COc1cccc(C(=O)C2CCCN(C(=O)c3ccc(C#CC(C)(C)O)cc3)C2)c1 (stereo unspecified),19,-2
Cc1ccc(C)c(NC(=O)CN(C)C(=O)c2sccc2C)c1,0,5
Cc1cc(C)cc(NC(=O)C(=O)NCCc2c[nH]c3ccccc23)c1,-5,0
Cc1c(NC(=O)c2cccs2)cccc1C(=O)O,-1,16
CC1(CCc2ccccc2)NC(=O)N(CC(=O)O)C1=O (stereo unspecified),0,-2
CC(C)(C)OC(=O)N1CCC(c2cc(=O)n3[nH]c(-c4ccc(Cl)cc4)cc3n2)CC1,-47,-3
Cc1ccc2nc(/C(C#N)=N/O)[nH]c2c1,-11,11
C#CCNC(=O)C1=C[C@@H](c2ccc(Br)cc2)C[C@@H](OCc2ccc(CO)cc2)O1,-15,6
CN1OC[C@@H]2CN(Cc3ccccc3)[C@H](c3cccc(-c4ccc(C#N)cc4)c3)C[C@@H]21,-14,-2
O=c1cc(N2CCCCC2)[nH]c(=O)n1C1CCCCC1,6,5
C[C@H](CO)N1C[C@H](C)[C@@H](CN(C)S(=O)(=O)c2cn(C)cn2)Oc2cc(Br)ccc2S1(=O)=O,5,-7
O=C1N=C(N2CCOCC2)S/C1=C\c1ccccc1OS(=O)(=O)c1ccccc1,-2,-3
CN(C)S(=O)(=O)c1ccc(Cl)c(NC(=O)CN2CCc3ccccc3C2)c1,-5,-5
Cc1nnc(SCC2=C(C(=O)O)N3C(=O)C(NC(=O)Cc4ccccc4)C3SC2)s1 (stereo unspecified),3,1
Cc1ccc(S(=O)(=O)N2CCCC(C(=O)NCC(C)C)C2)cc1 (stereo unspecified),4,-6
Cc1cc(C(=O)OCC(=O)Nc2cc(C(F)(F)F)ccc2N2CCOCC2)c(C)o1,22,3
CC(=O)c1ccc(NC(=O)CSc2nnc(NC(=O)C3CC3)s2)cc1,-10,10
C=CCn1c(CCc2cc(C(C)(C)C)c(O)c(C(C)(C)C)c2)n[nH]c1=S,-10,-6
CC12COC3(C(N)=O)CC1CCC32C (stereo unspecified),-1,-4
Cc1cc(NC(=O)c2cncc(Br)c2)n(-c2ccccn2)n1,8,7
N=c1c(S(=O)(=O)c2ccc(Cl)cc2)cc2c(=O)n3ccccc3nc2n1C1CCCCC1,30,9
CCC(C)C(NC(=O)C1CCC(C)CC1)C(=O)NC(C(=O)OC)C(C)C (stereo unspecified),6,1
CCc1c(C)c2c(C)nn(-c3ccccc3)c2oc1=O,-6,7
Cc1cc(=O)c2cc(Br)ccc2[nH]1,-8,-2
Cc1ccc(C(=O)c2cc3ccccc3o2)cc1C,-9,-5
COc1ccccc1N(C)C(=O)c1cc(S(=O)(=O)N2CCc3ccccc32)cn1C,0,-14
# (listing goes on)
SMILES,H9c2 TAG inh,H9c2 TAG inh DAPI viability
Cc1cc(C)cc(NC(=O)CSc2nc(=O)n(CCN3CCOCC3)c3c2CCCC3)c1,-5,0
Nc1nc2c(s1)COc1ccccc1-2,-8,4
CC(C)CN1CCN(Cc2cccc3cccnc23)CC1CCO (stereo unspecified),-8,0
CCn1ccc(C(=O)Nc2ncc(C)s2)n1,-10,-2
S=C(NCc1ccccc1)N1CCN(C(=S)NCc2ccccc2)CC1,-7,1
O=C1Nc2ccc(Cl)cc2C(C#CC2CC2)(C(F)(F)F)O1 (stereo unspecified),-38,-17
N#Cc1c(N)nc2c(c1N)CC(=O)N2c1ccccc1-c1ccccc1,12,-2
Cc1nnc(-c2cccc(Br)c2)c2cn(-c3ccc(Br)cc3)nc12,-10,4
CCn1c(SCc2ccc(F)cc2)nnc1-c1nn(-c2ccccc2)ccc1=O,-16,-6
CN(C)CCCN(C(=O)c1ccc(S(=O)(=O)N2CCCCCC2)cc1)c1nc2ccc(Br)cc2s1,10,1
COc1ccccc1N1N=C(C(=O)c2ccccc2)C2C(=O)N(c3ccc(Br)cc3)C(=O)C21 (stereo unspecified),15,-6
COc1ccc(CSc2nc3ccccc3[nH]2)cc1,-33,2

# The last two records of the part before lead into the next:
SMILES,H9c2 TAG inh,H9c2 TAG inh DAPI viability
COc1ccccc1N1N=C(C(=O)c2ccccc2)C2C(=O)N(c3ccc(Br)cc3)C(=O)C21 (stereo unspecified),15,-6
COc1ccc(CSc2nc3ccccc3[nH]2)cc1,-33,2
CCOC(=O)C1=C(C)NC(=O)CC1c1ccccc1OC (stereo unspecified),-4,7
CC1COC(Cn2c3ccccc3c3ccccc32)O1 (stereo unspecified),-11,1
CC(C)NC(=O)N1CCC(n2nccc2NC(=O)CCOc2ccccc2)CC1,-1,-3
O=C(NCc1ccc(Cl)c(Cl)c1)c1cc(C2CCCCN2C(=O)c2ccccn2)on1 (stereo unspecified),-2,-5
CC1(C)Cc2c(sc(NC(=O)C(C)(C)C)c2C#N)C(C)(C)N1,-4,14
O=C(NCc1ccc2c(c1)OCO2)c1c(-c2ccccc2)sc2ccccc12,-16,0
CC(=O)NC(CC(=O)NC(C)c1ccc(Cl)cc1Cl)c1ccccc1 (stereo unspecified),-6,5
COc1ccc(OCC(O)CN2C(=O)c3ccccc3S2(=O)=O)cc1 (stereo unspecified),0,-2
COC(=O)c1c(NC(=S)NNC(=O)c2ccc(Cl)s2)sc(C(=O)N(C)C)c1C,10,-2
CN(C)c1ccc(-c2nc3cnccn3c2Nc2ccc3c(c2)OCCO3)cc1,-6,-4
CN(C(=O)COC(=O)C1(C)CC1(Cl)Cl)c1c(N)n(Cc2ccccc2)c(=O)[nH]c1=O (stereo unspecified),-17,-8
COc1ccc(C(=O)Nc2ccnn2C2CCN(CCC(C)c3ccc(C)o3)CC2)cc1 (stereo unspecified),7,2
O=Cc1ccc(-n2cccn2)cc1,14,-7
Cc1nnc(SCC(=O)Nc2ccc3c(c2)OCO3)[nH]c1=O,-20,3
Cc1coc2c(C)c3oc(=O)cc(-c4ccccc4)c3cc12,2,-2
Cc1ccc(NC(=O)CC(C)CC2=NS(=O)(=O)c3ccccc3N2)cc1 (stereo unspecified),-4,-12
CC1CCC(NC(=O)c2cc(S(=O)(=O)N3CCCCC3)c[nH]2)CC1 (stereo unspecified),2,-7
CCNC(=O)C1(C)CCN(Cc2noc(-c3c(C)noc3C)n2)C1 (stereo unspecified),16,-4
CCCCN(C(=O)Cn1nnc2ccccc21)C(C(=O)NCc1ccco1)c1ccncc1 (stereo unspecified),-1,1
CCCS(=O)(=O)c1c(S(=O)(=O)CCC)c2ccc(C(C)=O)cn2c1C(=O)OC,-62,3
O=C(NCCCN1CCCC1=O)C1CCN(S(=O)(=O)c2ccccc2)CC1,7,-1
Cc1ccc2nc(-c3cccnc3)oc2c1,9,-1
Cc1ccc(C(=O)O)cc1N1C(=O)c2cccc3cc(Br)cc(c23)C1=O,-2,-2
COc1ccc(C(=O)NCC(=O)N2CCC(C)CC2)cc1OC,-3,2

# Reprinted from the part before: five entries, followed by the next part.
SMILES,H9c2 TAG inh,H9c2 TAG inh DAPI viability
CCCS(=O)(=O)c1c(S(=O)(=O)CCC)c2ccc(C(C)=O)cn2c1C(=O)OC,-62,3
O=C(NCCCN1CCCC1=O)C1CCN(S(=O)(=O)c2ccccc2)CC1,7,-1
Cc1ccc2nc(-c3cccnc3)oc2c1,9,-1
Cc1ccc(C(=O)O)cc1N1C(=O)c2cccc3cc(Br)cc(c23)C1=O,-2,-2
COc1ccc(C(=O)NCC(=O)N2CCC(C)CC2)cc1OC,-3,2
CCOc1cccc(/C(O)=C2/C(=O)C(=O)N(Cc3ccco3)C2c2ccncc2)c1 (stereo unspecified),10,3
CC1CCCCN1C(=O)C(=O)c1cn(CC(=O)N2CCCCCC2)c2ccccc12 (stereo unspecified),11,-2
CCOc1ccc(C(=O)OC(C)C(=O)N2CCN(Cc3ccccc3)CC2)cc1 (stereo unspecified),14,-5
CC(/C=C1\SC(=S)N(CC(=O)N2CCN(c3ccccc3)CC2)C1=O)=C\c1ccccc1,-6,-7
CCC/C=C/c1ccc(CN2C(CC(C)C)C(=O)N(Cc3cn(Cc4ccco4)nn3)CCS2(=O)=O)cc1 (stereo unspecified),11,-2
COc1c(Cl)cc(Cl)cc1CNCCO,21,-1
CCOC(=O)C1(Cc2cccc(OC)c2)CCN(Cc2cccc(O)c2)CC1,-30,31
CCOc1cc(C(=O)OCC(=O)c2c[nH]c3ccccc23)ccc1OCC(=O)N1CCOCC1,1,-7
CCNC(=S)N/N=C(\C)c1ccc(N2CCOCC2)cc1,-5,2
COc1cc2c(cc1OC(C)=O)CCCCC2=O,1,-2
O=C1NC2(C=Cc3c(ccc4ccccc34)O2)Oc2ccccc21 (stereo unspecified),-14,33
